Screening data deposited in PubChem BioAssay by The Scripps Research Institute Molecular Screening Center.
FBW7 activator: FBW7 E3 ligase activators, primary screen, biochemical, AlphaScreen, human; F-box/WD repeat-containing protein 7 (Homo sapiens), Q969H0; AlphaScreen FBW7–phospho-cyclin E peptide binding, activator screen; 650,000 compounds, 0.13% hits; normalized activity (activation), % at 26.1 µM; AID 1259310, 2017; in the data active means normalized activity above about 1.9%;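 further: purified mutant Fbw7 with reduced substrate affinity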
Target sequence (Q969H0 whole entry, looked up): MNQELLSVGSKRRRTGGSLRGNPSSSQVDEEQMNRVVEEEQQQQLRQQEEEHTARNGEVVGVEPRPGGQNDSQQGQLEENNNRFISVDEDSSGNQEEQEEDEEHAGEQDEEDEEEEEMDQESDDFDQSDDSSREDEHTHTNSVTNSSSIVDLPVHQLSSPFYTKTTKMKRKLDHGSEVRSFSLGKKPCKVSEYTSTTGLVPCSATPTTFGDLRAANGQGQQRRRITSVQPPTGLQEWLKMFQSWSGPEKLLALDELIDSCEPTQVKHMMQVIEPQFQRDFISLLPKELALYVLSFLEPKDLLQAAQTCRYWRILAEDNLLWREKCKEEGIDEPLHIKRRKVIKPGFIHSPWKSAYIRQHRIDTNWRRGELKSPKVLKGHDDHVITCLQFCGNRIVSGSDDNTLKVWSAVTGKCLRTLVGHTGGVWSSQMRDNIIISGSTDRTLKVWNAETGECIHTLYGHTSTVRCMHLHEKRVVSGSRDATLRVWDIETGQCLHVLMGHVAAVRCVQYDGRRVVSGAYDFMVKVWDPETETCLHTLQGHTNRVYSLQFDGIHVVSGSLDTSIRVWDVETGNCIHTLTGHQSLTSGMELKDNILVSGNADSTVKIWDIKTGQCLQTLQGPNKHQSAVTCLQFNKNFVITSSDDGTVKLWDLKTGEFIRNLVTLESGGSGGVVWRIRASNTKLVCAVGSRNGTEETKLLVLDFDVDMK
TEAD-YAP inh: TEAD-YAP interaction inhibition, primary screen, TEAD-YAP interaction inhibitor project, luminescence, HEK-TIYL cells; TEAD-Gal4/YAP UAS-luciferase luminescence; AID 1259422, 2018; 640,000 compounds, 1.4% hits; inhibition, % at 9.12 µM; in the data active means inhibition above about 32%;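 further: 0% = median of test compound wells and 100% = reference inhibitor wells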
GPR151 ag: activators of human GPR151, primary screen, cell-based, PathHunter beta-arrestin, luminescence; G-protein coupled receptor 151 (Homo sapiens), Q8TDV0; PathHunter beta-arrestin GPR151 cells; activation, % at 11.2 µM; 650,000 compounds, 1% hits; in the data active means activation above about 4.9%;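 further: 0% = median of compound wells and 100% = cells with positive control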
MITF primary: MITF inhibitors, primary screen, biochemical, AlphaScreen, human. Microphthalmia-associated transcription factor (Homo sapiens), O75030. AlphaScreen MITF homodimerization, bead proximity signal. inhibition, % at 2.6 µM. 650,000 compounds, 0.91% hits. AID 1259374, 2018; in the data active means inhibition above about 50%;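 further: 0% = vehicle wells with protein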
Numbers without * were called inactive.

Structure,FBW7 activator,TEAD-YAP inh,GPR151 ag,MITF primary
O=C(NCc1ccc(Cl)cc1)C(=O)NC1CCCC1,0.0,-7,0.1,6
COc1cc(C2C=C(c3ccccc3)NC(=S)N2)cc(OC)c1OC (stereo not drawn),-0.2,2,2.3,12
S=C(Cc1cccc2ccccc12)N1CCOCC1,0.1,5,-1.5,-26
CN(C1CCCC1)S(=O)(=O)c1ccc(C(=O)Nc2cc(Cl)ccc2Cl)cc1,0.4,1,0.4,-17
O=C(Nc1ccc2c(c1)OCO2)c1cnc(N2CCCC2CO)s1 (stereo not drawn),-0.2,-55,-1.8,-8
CCOc1c(Br)cc(C2NC(=O)CCC2[N+](=O)[O-])cc1OC (stereo not drawn),0.0,6,0.7,14
NCCN1C(=O)S/C(=C\c2ccc(OC(F)F)cc2)C1=O,0.0,6,-2.0,8
Nc1nnc(SCC(=O)Nc2cc([N+](=O)[O-])ccc2Nc2ccc(F)cc2)s1,-0.2,-8,0.1,-7
COCCn1c(SCC(=O)Nc2ccccc2Cl)nnc1-c1cccs1,-0.1,7,0.9,-3
COc1ccc(CN2CCN(S(=O)(=O)c3cccc([N+](=O)[O-])c3)CC2)c(OC)c1OC,0.2,3,-0.5,23
O=c1oc2cc(O)ccc2cc1-c1nc(-c2ccc3ccccc3c2)cs1,0.2,-33,-2.6,-21
Cc1ccc(N2C(=O)C3CNC4(C(=O)Nc5ccc(Br)cc54)C3C2=O)cc1 (stereo not drawn),0.0,3,-1.3,-9
CCn1c(=N)c(C(=O)OCCCOC)cc2c(=O)n3cccc(C)c3nc21,-0.1,21,0.1,9
Cn1ccc2cc(-c3cc(C(=O)Nc4ccc(N5CCOCC5)cc4)ccn3)ccc21,0.1,-4,-1.0,9
COCCNC(=O)[C@@H]1C[C@@H](NCc2cccc(F)c2)CN1C(C)C,0.0,-9,-0.5,5
Cc1n[nH]c(C)c1-c1ccc2nc(C(C)C)[nH]c(=O)c2c1,0.0,19,0.6,-11
CC1CC(C)CN(C(=O)c2cccn3c(=O)c4c5c(sc4nc23)CCCC5)C1 (stereo not drawn),1.2,8,-1.0,14
CCN1CCN(C(=S)c2ccc(OCC(=O)Nc3ccc(OC)cc3)cc2)CC1,-0.2,9,0.0,0
C=CCOC(=O)C1=C(C)NC(C)=C(C(=O)OCC=C)C1c1cn(-c2ccccc2)nc1-c1ccc(OC)cc1,0.0,8,-1.1,7
O=C(Cc1n[nH]c(=O)c2ccccc12)OCc1cc([N+](=O)[O-])cc2c1OCOC2,0.2,0,1.5,-2
O=c1c(O)cccc2cc(O)c(O)c(O)c12,-0.3,-6,3.0,90*
CC1CC(C)CN(c2nnc(NC(=O)c3csc4c3CCCC4)s2)C1 (stereo not drawn),0.0,-1,1.9,0
Cc1[nH]nc2nc(SCC(=O)N3CCC(C)CC3)n(-c3ccc(Br)cc3)c(=N)c12,-0.1,1,-0.5,-8
COc1cc(/C=N/n2nnnc2N)ccc1OCCC(C)C,-0.1,-7,1.3,-6
O=C(NCCCCN1CCOC(c2ccccc2)C1)C12CC3CC(CC(C3)C1)C2 (stereo not drawn),0.0,-6,1.9,4
CCc1nc2ccc(F)cc2c(C(=O)N2CCOCC2)c1C,1.0,-4,0.0,-3
COc1ccc(C(=O)NCC(c2ccco2)N2CCN(c3ccc(F)cc3)CC2)cc1 (stereo not drawn),-0.4,-10,0.1,10
CCC(C)NCc1c(C(=O)O)n(Cc2ccccc2C)c2ccccc12 (stereo not drawn),0.0,8,-0.1,-14
O=C(O)c1cccc(NC(=O)C2CCCN2S(=O)(=O)c2cccc3nsnc23)c1 (stereo not drawn),-0.3,-2,1.8,-4
CCOC(=O)c1cnc2ccc(Cl)cc2c1Nc1ccc(C(=O)O)cc1,-0.2,-5,1.0,-6
O=C1CC(CSc2nnc(-c3ccc(Cl)cc3)n2-c2ccccc2)=NN1,-0.1,1,1.0,19
Cc1ccc(NC(=O)c2ccc(CNc3c(N4CCC(C)CC4)c(=O)c3=O)cc2)cc1F,-0.2,-2,-1.7,-6
Cc1cc2[nH]c(=O)c(=O)[nH]c2cc1S(=O)(=O)CCC(=O)NC1CCCCCC1,-0.2,-1,0.2,3
O=C(Nn1c(SCc2cc(=O)n3ccccc3n2)nc2ccsc2c1=O)c1cccc(Br)c1,0.2,19,-1.2,-2
CCOc1ccc(NC(=O)CSc2nc(NC3CCCCC3)c3ccccc3n2)cc1,0.1,13,1.5,8
CC(=O)Nc1ccc(NC(=O)CSc2ncnc3c2nnn3-c2ccc(F)cc2)cc1,0.4,12,4.5,15
CCCc1n[nH]c(=S)n1Cc1ccco1,0.1,15,2.3,17
COc1ccc(-c2cc(C(=O)N3CC4(C)CC3CC(C)(C)C4)no2)cc1OC (stereo not drawn),0.0,11,0.5,-14
CC(C)(C)C(C)(O)C#CC#CC(C)(O)C(C)(C)C (stereo not drawn),0.1,16,0.3,0
CCSCCOC(=O)C1=C(C)NC2=C(C(=O)CC(c3ccc(Cl)cc3)C2)C1c1ccccc1F (stereo not drawn),0.8,28,1.1,-19

A second format for some results above:
Compound: Cc1[nH]nc2nc(SCC(=O)N3CCC(C)CC3)n(-c3ccc(Br)cc3)c(=N)c12
  FBW7 activator: -0.1
  TEAD-YAP inh: 1
  GPR151 ag: -0.5
  MITF primary: -8
Compound: Cc1ccc(NC(=O)c2ccc(CNc3c(N4CCC(C)CC4)c(=O)c3=O)cc2)cc1F
  FBW7 activator: -0.2
  TEAD-YAP inh: -2
  GPR151 ag: -1.7
  MITF primary: -6
Compound: CCOc1ccc(NC(=O)CSc2nc(NC3CCCCC3)c3ccccc3n2)cc1
  FBW7 activator: 0.1
  TEAD-YAP inh: 13
  GPR151 ag: 1.5
  MITF primary: 8
Compound: COc1cc(/C=N/n2nnnc2N)ccc1OCCC(C)C
  FBW7 activator: -0.1
  TEAD-YAP inh: -7
  GPR151 ag: 1.3
  MITF primary: -6

Returning to the listing with the 3 entries that preceded the break.
Structure,FBW7 activator,TEAD-YAP inh,GPR151 ag,MITF primary
COc1ccc(-c2cc(C(=O)N3CC4(C)CC3CC(C)(C)C4)no2)cc1OC (stereo not drawn),0.0,11,0.5,-14
CC(C)(C)C(C)(O)C#CC#CC(C)(O)C(C)(C)C (stereo not drawn),0.1,16,0.3,0
CCSCCOC(=O)C1=C(C)NC2=C(C(=O)CC(c3ccc(Cl)cc3)C2)C1c1ccccc1F (stereo not drawn),0.8,28,1.1,-19
Cc1ccc(S(=O)(=O)n2c(SCc3cccc([N+](=O)[O-])c3)nc3ccccc32)cc1,-0.2,-10,0.1,-11
CCc1nnc(NC(=O)CSc2nnc(-c3ccoc3C)n2-c2ccc(C)cc2)s1,-0.1,-4,1.3,-8
COc1cc(NC(=O)c2ccc(N3CC4CC(C3)c3cccc(=O)n3C4)c(NC(=O)c3ccncc3)c2)cc(OC)c1OC (stereo not drawn),0.0,0,-0.7,-4
CCNC(=S)NCCNc1nc2c(C)cccc2cc1C#N,-0.2,-8,-0.4,16
COc1ccc(Cc2nnc(Nc3ccccc3OC)[nH]c2=O)cc1,-0.1,4,0.7,1
COc1ccc(NC(=O)c2cc(C3CC3)on2)cc1,0.2,-54,1.2,-14
Cc1ccc(-n2c(N)c(C(=O)NCc3cccnc3)sc2=S)cc1,-0.4,12,-0.6,1
CCn1c(/C=C/c2ccc([N+](=O)[O-])o2)nc2ccccc2c1=O,0.3,10,-1.5,17
CCOC(=O)C1CCC(CNCc2ccccc2C)CC1 (stereo not drawn),0.0,-2,0.2,-3
CC(C)n1c(-c2csc3ccccc23)nc2c(N)ncnc21,0.3,-60,1.0,11
O=C(NCc1cccnc1)c1cc2nc(-c3ccc(Cl)cc3)cc(C(F)(F)F)n2n1,0.1,3,-0.4,1
COc1ccc(NC(=S)N(Cc2ccccc2C)CC2CCC(C(=O)O)CC2)cc1Cl (stereo not drawn),-0.2,-2,-0.1,3
Cc1nc(C)n(-c2ccc(Nc3cc(-c4nn(-c5cccnc5)cc4-c4ccccc4)ccn3)cc2)n1,0.5,3,0.4,18
COC(=O)CC(=O)N1CCN(CCOc2ccc(F)cc2)CC1C(=O)N1CCOCC1 (stereo not drawn),-0.2,-9,0.2,-8
CCc1ccc2c(c1)c1nnc(SCC(=O)Nc3ccc(NC(C)=O)cc3)nc1n2C,-0.2,-9,-0.3,2
CCCCC(=O)NS(=O)(=O)c1ccccc1,0.0,8,-1.1,-1
COc1ccc(N=C2SC(C(=O)N3CCN(c4ccc(F)cc4)CC3)CC(=O)N2C)cc1 (stereo not drawn),-0.1,1,-1.2,2
CCc1ccc(C(=O)NCc2cccs2)s1,-0.1,-29,-0.1,-17
O=C(N/N=C/c1ccccc1)c1cncc(Br)c1,0.4,3,-0.7,17
CCOC(=O)COc1ccc2c(=O)c(-c3ccc(OC)cc3)c(C)oc2c1,0.0,3,2.9,-5

Additional records:
molecule | FBW7 activator | TEAD-YAP inh | GPR151 ag | MITF primary
O=C1C2Sc3[nH]c(=O)sc3C(c3ccc([N+](=O)[O-])cc3)C2C(=O)N1c1ccc(Br)cc1 (stereo not drawn) | 0.5 | -2 | 1.4 | 26
Oc1ccc(-c2csc(-c3c[nH]c4ccccc34)n2)c(O)c1 | 0.1 | -63 | 0.6 | -3
Cc1sc2nc(C3CC3)n(C3CCN(C(=O)C4CCC4)CC3)c(=O)c2c1C | -0.1 | -2 | -0.5 | 3
O=C1NC(=S)N/C1=C/c1ccc(OC(=O)c2ccc(F)cc2)cc1 | 0.1 | 10 | 1.0 | -13
CCOC(=O)C1=C(C)N=c2s/c(=C\c3ccc(OCc4ccc([N+](=O)[O-])cc4)cc3)c(=O)n2C1c1ccc(OC)c(OC)c1 (stereo not drawn) | -0.1 | -5 | 0.6 | -2
COc1ccc(-c2cc(C(=O)N3CCN(C)CC3)no2)cc1 | -0.1 | -51 | 0.5 | -1
CC(C)Oc1ccc(NC(=O)c2ccc([N+](=O)[O-])cc2)cc1 | -0.2 | -31 | -3.2 | -8
CC(=O)C(N=Nc1ccccc1)C(C)=O | -0.4 | -8 | -0.3 | -8
CNc1nc(Nc2ccc(OC(F)(F)F)cc2)nc(OCC(F)(F)F)n1 | -0.2 | -9 | -1.8 | 4
Cc1cccn2c(=O)c(/C=C3\SC(=S)NC3=O)c(N3CCN(C)CC3)nc12 | -0.4 | -10 | 0.6 | -3
COc1ccc(-n2cc(-c3ccccc3)c3c(N4CCN(C)CC4)ncnc32)cc1 | 0.5 | 10 | -1.2 | 2
CC(C)CCn1c(=O)c2ccccc2n2c(CCC(=O)NC(C)c3ccccc3)nnc12 (stereo not drawn) | 0.0 | 20 | 0.0 | 11
Cc1ccc(-c2nnc(N3CCOCC3)c3ccccc23)cc1S(=O)(=O)N1CCCCC1 | 0.1 | 7 | -0.6 | 9
N#Cc1c2nc[nH]c(=O)c2c2n1CCC2 | 0.1 | -5 | 1.1 | 9
Cc1ccc(N2C(=O)C3CC=C(Cl)CC3C2=O)cc1[N+](=O)[O-] (stereo not drawn) | 0.2 | -4 | 2.8 | -9
COc1cccc(C(=O)NNC(=S)Nc2ccccc2)c1 | 0.0 | -1 | -2.3 | 0
O=C(CCN1C(=O)c2ccccc2C1=O)Nc1cc(Cl)ccc1C(=O)O | 0.6 | -11 | 0.4 | -3
CSCC(C)N1CCC(n2nccc2NC(=O)CCc2ccccc2)CC1 (stereo not drawn) | 0.0 | -7 | -1.0 | -8
Cn1cccc1Cc1nnc(SCC(=O)Nc2nccs2)n1-c1ccc(Cl)cc1 | 0.0 | -7 | 0.1 | 20
Nc1nccc(-c2ccc3nc(C4COc5ccc(C(=O)NC6CCCC6)cc5C4)[nH]c3c2)n1 (stereo not drawn) | 2.4* | -2 | 1.7 | 14
O=C(NCc1ccccc1)c1cccc(NCc2ccc3c(c2)OCO3)n1 | 0.0 | -4 | -0.6 | 16
CCCNc1nc(N2CCOCC2)nc2c1ncn2-c1ccsc1 | -0.5 | 50* | -1.2 | 20
CC(=O)N1CCOc2cc(S(=O)(=O)N3CCCCCC3)c(C)cc21 | 0.0 | -8 | 0.4 | 6
COc1ccc(-n2c(-c3cccs3)cn3c4c(=O)n(C)c(=O)n(C)c4nc23)cc1 | 0.0 | 1 | -0.1 | 10
CC(=O)Nc1ccc(CN2CCN(c3ccccc3C)CC2)cc1 | 0.4 | 6 | 0.3 | 49
O=S(=O)(c1ccccc1)c1nc(-c2ccccc2)oc1NCc1ccco1 | 0.1 | 5 | 0.1 | 12
CCOC(=O)c1sc(NC(=O)c2ccccc2[N+](=O)[O-])c(C(=O)OCC)c1C | 0.1 | 6 | 1.4 | -7
CCOC(=O)C(=O)Nc1ccc(C(N)=O)cc1 | 0.3 | 3 | 1.3 | 1
CC1CCN(c2ccccc2NC(=O)COc2ccc([N+](=O)[O-])cc2)CC1 | -0.2 | -4 | 2.7 | 2
OCCCn1c(-c2ccc(Br)cc2)cn2c3ccccc3nc12 | 0.5 | -8 | -0.8 | 5
